Bioassay records (PubChem BioAssay)
C diff growth – blocks growth of Clostridium difficile; Clostridium difficile clinical isolate growth, OD600, 24 h; active compounds read low; 0.25% of 86,000 active; growth activity, negative = inhibition, % at 16 µg/mL (by protocol);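 active = mean growth activity at or below -80% and every replicate also at or below -80%; inconclusive = mean at or below -80% but some replicate above -80%; inactive = mean growth activity above -80%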;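 also: 0% = DMSO wells and -100% = levofloxacin 16 µg/mL wells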
GASC1 inh – inhibitors of human demethylase GASC-1 KDM4C; Q9H3R0; GST-KDM4C 2-372, H3K9me3 peptide, LANCE TR-FRET; inhibition, % at 12.5 µM; 0.15% of 96,000 active;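 active = mean replicate inhibition above about 25%, with at least 55% of replicates also reaching it, limit read from the data, passing the limit was not always enough; inconclusive = only one of those two conditions met; inactive = neither condition met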
Target sequence (Q9H3R0 2-372 limits assumed): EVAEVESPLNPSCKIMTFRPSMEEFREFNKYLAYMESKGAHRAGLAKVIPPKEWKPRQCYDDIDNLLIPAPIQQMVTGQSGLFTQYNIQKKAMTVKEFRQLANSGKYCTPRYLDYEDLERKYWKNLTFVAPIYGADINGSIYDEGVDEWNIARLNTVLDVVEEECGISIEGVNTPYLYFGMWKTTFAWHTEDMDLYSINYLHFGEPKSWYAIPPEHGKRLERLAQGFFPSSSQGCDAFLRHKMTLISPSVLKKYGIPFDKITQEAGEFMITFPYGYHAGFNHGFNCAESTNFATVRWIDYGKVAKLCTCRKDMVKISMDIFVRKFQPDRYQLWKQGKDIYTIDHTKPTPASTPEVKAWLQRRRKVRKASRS
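Test system: N-terminal GST-fused human GASC-1 (KDM4C) fragment, residues 2-372; quantity: GASC-1 enzyme at 10 nM final in reaction; dosing: single dose; schedule: 30 min demethylation and 1 h detection at room temperature; signal: LANCE TR-FRET, excitation 340 nm, emissions 618 and 671 nm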
T cruzi growth – inhibitors of T. cruzi proliferation. T. cruzi beta-gal in NIH3T3, GalScreen luminescence, 90 h. inhibition, % at 8.34 µM. 5.9% of 77,000 active;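 active = mean inhibition above about 93%, with at least 55% of replicates each passing it, limit read from the data, passing the limit was not always enough; inconclusive = only one of those two conditions holds; inactive = neither condition holds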
Pf Dd2 inh – inhibitors of Plasmodium falciparum Dd2 growth. activity change, % at 10 µM. 2.3% of 94,000 active. P. falciparum Dd2 growth, SYBR Green, 72 h; active compounds read low; in the data active = activity change below about -80%; inconclusive = no clear call, values can overlap the other calls
The depositor's hits bear a star; ? = inconclusive; . = not tested or not shown; & = joins results of further samples; ! = repeats disagree.

SMILES	C diff growth	GASC1 inh	T cruzi growth	Pf Dd2 inh
C[C@@H]1CN([C@H](C)CO)C(=O)Cc2cc(NC(=O)C3CC3)ccc2O[C@@H]1CN(C)C(=O)Nc1ccc(F)cc1	4	-0.1	43	-15
COc1ccccc1CNC(=O)C[C@H]1C[C@H]2c3cc(NC(=O)c4cccnc4)ccc3O[C@H]2[C@@H](CO)O1	.	0.4	21	4
CC(C)C#Cc1ccc2c(c1)O[C@@H](CN(C)Cc1ccncc1)[C@@H](C)CN([C@@H](C)CO)S2(=O)=O	9	1.4	122*	-51
CN1[C@@H]2c3ccc(C4=CCCC4)c(=O)n3C[C@H]1[C@H](CO)[C@H]2C(=O)N1CCCCC1	-1	2.8	74	.
C[C@@H]1CCCCO[C@@H](CN(C)Cc2ccncc2)[C@H](C)CN([C@H](C)CO)C(=O)c2cc(NC(=O)Nc3ccc4c(c3)OCO4)ccc2O1	14	0.0	58	-32
O=C(C[C@@H]1C=C[C@H](NC(=O)Nc2ccc3c(c2)OCO3)[C@@H](CO)O1)NCc1ccc2c(c1)OCO2	-6	-0.3	-5	4
CCS(=O)(=O)N1CC2(CN(Cc3cccnc3)[C@@H](CO)c3c2c2ccc(OC)cc2n3C)C1	5	0.2	.	1
O=C(NCC[C@@H]1CC[C@H](NC(=O)c2ccc3c(c2)OCO3)[C@H](CO)O1)Nc1cc(F)ccc1F	.	-1.3	-18	-7
C[C@@H]1CN([C@@H](C)CO)C(=O)c2cc(NS(=O)(=O)c3ccccc3)ccc2O[C@@H](C)CCCCO[C@H]1CN(C)S(=O)(=O)c1cn(C)cn1	-3	0.0	17	36
C[C@@H]1CN([C@@H](C)CO)C(=O)c2cc(NS(=O)(=O)c3ccccc3)ccc2O[C@@H](C)CCCCO[C@@H]1CN(C)S(=O)(=O)c1cn(C)cn1	-1	1.6	10	-3
CCC(=O)Nc1ccc2c(c1)OC[C@@H](C)NC[C@H](C)[C@@H](OC)CN(C)C2=O	0	0.2	95	.
C[C@H](CO)N1C[C@H](C)[C@@H](CN(C)S(=O)(=O)c2ccc(Cl)cc2)Oc2ccc(NS(=O)(=O)c3ccc(Cl)cc3)cc2C1=O	-8	-3.9	6	-73
C[C@@H]1CCCCO[C@H](CN(C)C(=O)NC2CCCCC2)[C@H](C)CN([C@@H](C)CO)C(=O)c2cc(NS(=O)(=O)c3ccc(F)cc3)ccc2O1	4	-1.0	79	-25
CCN(C[C@H]1[C@H](c2ccccc2)[C@@H](CO)N1S(C)(=O)=O)C(=O)C1CCC1	4	-0.8	8	10
C[C@H](CO)N1C[C@H](C)[C@@H](CN(C)S(=O)(=O)c2cccs2)Oc2ccc(NC(=O)CCC(F)(F)F)cc2CC1=O	8	0.5	33	-19
COc1cccc(C#Cc2ccc([C@@H]3[C@@H](C#N)N(C(=O)C4CCC4)[C@@H]3CO)cc2)c1	15	1.2	102*	-29
C[C@@H]1CCCCO[C@H](CN(C)C(=O)Nc2ccc3c(c2)OCO3)[C@H](C)CN([C@H](C)CO)C(=O)c2cc(NC(=O)Nc3ccc(F)cc3)ccc2O1	-3	-2.2	102*	-88*
O=C(C[C@H]1CC[C@@H](NS(=O)(=O)c2ccccc2)[C@H](CO)O1)NCc1ccc(Cl)c(Cl)c1	-1	-0.9	-19	-18
C[C@@H]1CCCCO[C@H](CN(C)C(=O)Nc2ccccc2)[C@H](C)CN([C@@H](C)CO)C(=O)c2cc(NC(=O)Nc3cccc4ccccc34)ccc2O1	.	-3.9	80	-42
C[C@@H]1CN([C@@H](C)CO)C(=O)Cc2cc(NC(=O)Nc3ccccc3)ccc2O[C@H]1CN(C)S(=O)(=O)c1ccccc1	4	-0.7	47	-58
C[C@H](CO)N1C[C@H](C)[C@H](CN(C)Cc2ccc3c(c2)OCO3)OCCCC[C@H](C)Oc2ccc(NC(=O)Nc3cccc4ccccc34)cc2C1=O	.	-2.6	107*	2
COCC#Cc1cnc2c(c1)C(=O)N([C@@H](C)CO)C[C@H](C)[C@H](CN(C)S(C)(=O)=O)O2	-3	-0.4	22	30
CCCC#Cc1ccc([C@@H]2[C@H]3CN(S(=O)(=O)Cc4ccccc4)CCCCN3[C@H]2CO)cc1	62	-1.6	81	-15
CN1C(=O)c2cc(NC(=O)c3ccc(F)c(F)c3)ccc2OC[C@H]2O[C@H](CC(=O)N3CCOCC3)CC[C@H]21	1	1.7	6	-12
O=C(CC1CC1)N1CC(=O)N2[C@H](C1)[C@H](c1ccc(C#Cc3ccc(F)cc3)cc1)[C@@H]2CO	-12	-0.4	.	25
C[C@@H]1CCCCO[C@H](CN(C)C(=O)NC2CCCCC2)[C@@H](C)CN([C@@H](C)CO)C(=O)c2cc(NS(=O)(=O)c3ccccc3)ccc2O1	-9	-0.4	94	-51
C[C@@H](NC(=O)C[C@H]1CC[C@@H](NC(=O)CN2CCOCC2)[C@H](CO)O1)c1ccccc1	.	0.1	-23	1
C[C@H]1CN([C@@H](C)CO)C(=O)Cc2cc(NC(=O)Cc3cn(C)c4ccccc34)ccc2O[C@@H]1CN(C)C(=O)Nc1ccc(F)cc1	4	-0.5	9	-7
C[C@@H]1CN([C@H](C)CO)C(=O)c2cccc(NC(=O)Nc3ccc(F)cc3)c2O[C@@H]1CN(C)CC1CCCCC1	4	-1.7	-23	-46
N#C[C@@H]1[C@H](c2ccc(C3=CCCCC3)cc2)[C@@H](CO)N1C(=O)NC1CCCCC1	4	0.6	92	37
C[C@H]1CN([C@@H](C)CO)C(=O)c2cc(-c3cccnc3)cnc2O[C@@H]1CN(C)C(=O)C1CCC1	-2	-1.0	-32	29
CCCN(C)C[C@H]1OCCCC[C@@H](C)Oc2ccc(NC(=O)Nc3ccc(OC)cc3)cc2C(=O)N([C@@H](C)CO)C[C@H]1C	0	-1.0	55	-47
CN(C)CC(=O)N[C@H]1CC[C@H](CCNC(=O)C2CCCCC2)O[C@H]1CO	-2	-1.1	.	7
C[C@H]1CN([C@@H](C)CO)S(=O)(=O)c2ccc(C3=CCCCC3)cc2O[C@H]1CN(C)C(=O)Cc1ccncc1	1	2.1	98*	-77
O=C(Nc1ccc(C(F)(F)F)cc1)N1[C@@H]2CNC[C@H]1C2c1ccc(/C=C/c2ccccc2)cc1 (stereo partly specified)	-103*!	-2.5&-1.2	.	?
C[C@@H]1CN([C@@H](C)CO)S(=O)(=O)c2ccc(C#Cc3ccccn3)cc2O[C@@H]1CN(C)Cc1ccc(F)cc1	-7	-13	100*	-29
C[C@H](CO)N1C[C@H](C)[C@H](CN(C)S(=O)(=O)c2ccc(Cl)cc2)Oc2ccc(NS(=O)(=O)c3cccs3)cc2CC1=O	11	-1.2	27	-47
C[C@@H]1CN([C@H](C)CO)C(=O)c2cccc(NC(=O)c3ccc(-c4nccs4)cc3)c2O[C@H]1CN(C)S(=O)(=O)c1cccs1	-5	-1.4	4	-23
COCC#Cc1ccc2c(c1)O[C@H](CN(C)C(=O)NC(C)C)[C@H](C)CN([C@@H](C)CO)S2(=O)=O	-3	-0.8	-9	.
C[C@H]1CN([C@@H](C)CO)C(=O)c2cc(NC(=O)C3CCCCC3)ccc2O[C@@H]1CN(C)Cc1ccc(C(=O)O)cc1	0	-0.3	1	35

Copied from above (2 entries):
SMILES	C diff growth	GASC1 inh	T cruzi growth	Pf Dd2 inh
C[C@@H]1CN([C@H](C)CO)C(=O)Cc2cc(NC(=O)C3CC3)ccc2O[C@@H]1CN(C)C(=O)Nc1ccc(F)cc1	4	-0.1	43	-15
COc1ccccc1CNC(=O)C[C@H]1C[C@H]2c3cc(NC(=O)c4cccnc4)ccc3O[C@H]2[C@@H](CO)O1	.	0.4	21	4

The listing continues.
SMILES	C diff growth	GASC1 inh	T cruzi growth	Pf Dd2 inh
CO[C@H]1CN(C)C(=O)c2cc(NS(=O)(=O)Cc3ccccc3)ccc2OC[C@@H](C)NC[C@@H]1C	.	0.7	3	-14
O=C(C[C@H]1C=C[C@@H](NC(=O)C2CC2)[C@H](CO)O1)NCc1ccccc1Cl	.	-2.6	-6	15
C[C@H]1CN([C@@H](C)CO)S(=O)(=O)c2ccc(C3=CCCC3)cc2O[C@@H]1CN(C)C(=O)CC1CC1	-5	-0.9	72	-28
COc1ccc(NC(=O)Nc2cccc3c2O[C@@H](CN(C)Cc2ccc(Oc4ccccc4)cc2)[C@@H](C)CN([C@@H](C)CO)C3=O)cc1	11	.	88	1
Cc1ccccc1-c1ccc([C@H]2[C@H]3CN(S(=O)(=O)c4cn(C)cn4)CCCCN3[C@H]2CO)cc1	6	-1.9	114*	25
C[C@@H]1CN([C@@H](C)CO)C(=O)c2cc(NC(=O)Nc3ccc(F)cc3)ccc2O[C@@H]1CN(C)S(C)(=O)=O	2	-0.8	-8	-7
C[C@H]1CCCCO[C@@H](CN(C)C(=O)c2ccccc2)[C@@H](C)CN([C@@H](C)CO)C(=O)c2cc(NS(=O)(=O)c3ccc(Cl)cc3)ccc2O1	-1	1.5	35	-31
CCC(=O)Nc1ccc2c(c1)OC[C@@H](C)N(CC1CCOCC1)C[C@@H](C)[C@@H](OC)CN(C)C2=O	.	0.0	28	17
CC(C)CC#Cc1cnc2c(c1)C(=O)N([C@@H](C)CO)C[C@H](C)[C@@H](CN(C)S(=O)(=O)c1ccccc1)O2	-12	-2.7	?	-45
COc1ccccc1NC(=O)N1CC(=O)N2[C@H](CO)[C@@H](c3ccc(-c4ccc(F)cc4)cc3)[C@H]2C1	-7	0.3	.	-17
Cc1ccc(S(=O)(=O)Nc2cccc3c2O[C@H](CN(C)C)[C@@H](C)CN([C@@H](C)CO)C3=O)cc1	4	-0.4	81	4
CCC(=O)Nc1ccc2c(c1)OC[C@H](C)N(C(=O)c1cnccn1)C[C@@H](C)[C@H](OC)CN(C)C2=O	-3	-0.6	6	30
O=C(NC[C@@H]1[C@H](c2ccccc2)[C@H](CO)N1CC1CC1)c1cccnc1	1	-0.3	-39	-8
O=C(C[C@@H]1C[C@H]2c3cc(NC(=O)c4ccc5c(c4)OCO5)ccc3O[C@H]2[C@H](CO)O1)NC1CCCC1	.	0.7	14	-33
C[C@H](CO)N1C[C@H](C)[C@@H](CN(C)CC2CCCCC2)Oc2ccc(NC(=O)CCCN(C)C)cc2C1=O	1	1.0	-29	14
COCC(=O)N1C[C@H](C)[C@@H](OC)CN(C)C(=O)c2cc(NC(=O)c3ccc(F)cc3)ccc2OC[C@@H]1C	0	0.2	18	17
COc1ccc(S(=O)(=O)N(C)C[C@H]2OCCCC[C@@H](C)Oc3ccc(NS(=O)(=O)c4cn(C)cn4)cc3C(=O)N([C@@H](C)CO)C[C@H]2C)cc1	-20	-1.4	103*	-48
COc1ccc(S(=O)(=O)N(C)C[C@@H]2Oc3c(NS(C)(=O)=O)cccc3C(=O)N([C@@H](C)CO)C[C@@H]2C)cc1	2	-0.4	-21	16
C[C@H]1CN([C@@H](C)CO)S(=O)(=O)c2ccc(C3=CCCCC3)cc2O[C@@H]1CN(C)C(=O)C1CCCCC1	7	0.7	121*	-36
Cc1noc(C)c1S(=O)(=O)N(C)C[C@@H]1OCCCC[C@H](C)Oc2ccc(NS(=O)(=O)c3ccccc3)cc2C(=O)N([C@H](C)CO)C[C@@H]1C	-6	-0.8	57	-49

Entries of single compounds as entered above. Order of screens: C diff growth | GASC1 inh | T cruzi growth | Pf Dd2 inh
Listed for COc1ccc(S(=O)(=O)N(C)C[C@@H]2Oc3c(NS(C)(=O)=O)cccc3C(=O)N([C@@H](C)CO)C[C@@H]2C)cc1 → 2 | -0.4 | -21 | 16
Listed for C[C@H]1CN([C@@H](C)CO)S(=O)(=O)c2ccc(C3=CCCC3)cc2O[C@@H]1CN(C)C(=O)CC1CC1 → -5 | -0.9 | 72 | -28

Further compounds
SMILES	C diff growth	GASC1 inh	T cruzi growth	Pf Dd2 inh
CO[C@H]1CN(C)C(=O)c2ccc(NC(=O)c3cnccn3)cc2OC[C@@H](C)N(CC2CC2)C[C@H]1C	1	3.0	.	-8
CN1CCN(C(=O)C[C@@H]2CC[C@@H](NC(=O)Cc3ccccn3)[C@H](CO)O2)CC1	.	1.8	24	8
O=C(C[C@H]1CC[C@@H](NC(=O)Nc2ccc(C(F)(F)F)cc2)[C@@H](CO)O1)NCc1ccccn1	3	-1.2	6	-2
C[C@@H]1CCCCO[C@@H](CN(C)Cc2ccc(Cl)c(Cl)c2)[C@@H](C)CN([C@@H](C)CO)C(=O)c2cc(NC(=O)NC3CCCCC3)ccc2O1	12	-0.1	65	-39
O=C(c1ccncc1)N1CC(=O)N2[C@@H](CO)[C@H](c3ccc(/C=C/c4ccccc4)cc3)[C@@H]2C1	-4	0.7	.	-8
COc1ccc(-c2ccc3c(c2)[C@@H]2[C@@H](CCN2C(=O)C2CC2)[C@H](CO)N3C)cc1	50	2.2	88	4

Records above printed as active in Pf Dd2 inh:
canonical_smiles	C diff growth	GASC1 inh	Pf Dd2 inh
C[C@@H]1CCCCO[C@H](CN(C)C(=O)Nc2ccc3c(c2)OCO3)[C@H](C)CN([C@H](C)CO)C(=O)c2cc(NC(=O)Nc3ccc(F)cc3)ccc2O1	-3	-2.2	-88*
